# FUS yeast rescue – qHTS for Suppressors of FUS Proteinopathy: Primary screen using FUS-linked yeast assay | S. cerevisiae FUS-expressing, growth rescue, OD600, 24 h | actives 0.24% (n = 390,000) | Potency, µM (top dose mostly 76.6 µM), inactives show top-dose growth rescue (activation), actives largely listed as activators | AID 1347120, 2019;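 note: potency is the fitted concentration of half-maximal effect; plate controls were DMSO vehicle for no effect and reference control for full effect; nearly all actives have a fitted effect of over 55% in size; some results filed as inactive show a strong effect at the top dose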
#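 FUS-expressing yeast, raffinose-pregrown, induced in 2% galactose minimal medium at OD 0.005; compounds in a dilution series, 24hr at 30C. Growth restoration read as absorbance at 600 nm. CP55940 positive control, DMSO negative.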
# Abeta yeast res – qHTS for compounds that reverse cellular toxicity of Amyloid beta (A-beta) peptide in yeast: Primary Screen. yeast expressing A-beta42, growth rescue, OD600, 48 h; response scale: 0% DMSO, 100% iron-clioquinol control. Potency, µM (titrated, usually from 46.1 µM), without a hit: at the top dose growth rescue, most hits filed as activators. actives 0.063% (n = 410,000); note: potency is the fitted concentration of half-maximal effect; nearly all actives have a fitted effect of over 55% in size
#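 Yeast A-beta toxicity model in growth medium with pinned compounds, 48 h at 30 C; growth read as absorbance at 600 nm. Normalized to FeCl3/clioquinol equimolar mix (positive) and DMSO (negative).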
# EPAC1 agonist – qHTS for Agonist of cAMP-regulated guanine nucleotide exchange factor 3 (EPAC1): primary screen; AID 720707, 2013; EPAC1 agonist qHTS, biochemical assay; response scale: 100% = response to 6.5 mM cAMP; Potency, µM (series often up to 154 µM), for inactives: at the highest dose activation, hits mostly activators; actives 0.073% (n = 360,000); note: potency is the fitted concentration of half-maximal effect; nearly all actives have a fitted effect of over 60% in size
#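 Multi-concentration qHTS readout: loss of Rap1B-bound BODIPY-GDP fluorescence driven by 100 nM EPAC1 with excess GDP (50 uM), monitored kinetically at room temperature; agonist response expressed relative to 6.5 mM cAMP.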
# EPAC1 antagonist – qHTS for Antagonist of cAMP-regulated guanine nucleotide exchange factor 3 (EPAC1): primary screen; actives 0.14% (n = 360,000); EPAC1 GEF assay, Rap1b-BODIPY-GDP exchange fluorescence; Rap guanine nucleotide exchange factor 3 (Homo sapiens), O95398; Potency, µM (doses to about 115 µM), for the others: at the highest dose activity change, negative = inhibition, most hits filed as inhibitors;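 note: potency is the fitted concentration of half-maximal effect; plate controls were vehicle for no effect and positive control for full effect; nearly all actives have a fitted effect of over 50% in size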
# WRN helicase inh – qHTS for Inhibitors of WRN Helicase. actives 0.46% (n = 360,000). Potency, µM (series often up to 114 µM), inactives show at the top dose activity change, negative = inhibition, hits mostly inhibitors. WRN helicase unwinding, fluorescent forked duplex, kinetic. AID 651768, 2012. Bifunctional 3'-5' exonuclease/ATP-dependent helicase WRN (Homo sapiens), Q14191; note: potency is the fitted concentration of half-maximal effect; % is set by controls: 0 for no effect and ±100 for the full control effect; nearly all actives have a fitted effect of over 55% in size
# Target sequence (Q14191 whole entry, looked up): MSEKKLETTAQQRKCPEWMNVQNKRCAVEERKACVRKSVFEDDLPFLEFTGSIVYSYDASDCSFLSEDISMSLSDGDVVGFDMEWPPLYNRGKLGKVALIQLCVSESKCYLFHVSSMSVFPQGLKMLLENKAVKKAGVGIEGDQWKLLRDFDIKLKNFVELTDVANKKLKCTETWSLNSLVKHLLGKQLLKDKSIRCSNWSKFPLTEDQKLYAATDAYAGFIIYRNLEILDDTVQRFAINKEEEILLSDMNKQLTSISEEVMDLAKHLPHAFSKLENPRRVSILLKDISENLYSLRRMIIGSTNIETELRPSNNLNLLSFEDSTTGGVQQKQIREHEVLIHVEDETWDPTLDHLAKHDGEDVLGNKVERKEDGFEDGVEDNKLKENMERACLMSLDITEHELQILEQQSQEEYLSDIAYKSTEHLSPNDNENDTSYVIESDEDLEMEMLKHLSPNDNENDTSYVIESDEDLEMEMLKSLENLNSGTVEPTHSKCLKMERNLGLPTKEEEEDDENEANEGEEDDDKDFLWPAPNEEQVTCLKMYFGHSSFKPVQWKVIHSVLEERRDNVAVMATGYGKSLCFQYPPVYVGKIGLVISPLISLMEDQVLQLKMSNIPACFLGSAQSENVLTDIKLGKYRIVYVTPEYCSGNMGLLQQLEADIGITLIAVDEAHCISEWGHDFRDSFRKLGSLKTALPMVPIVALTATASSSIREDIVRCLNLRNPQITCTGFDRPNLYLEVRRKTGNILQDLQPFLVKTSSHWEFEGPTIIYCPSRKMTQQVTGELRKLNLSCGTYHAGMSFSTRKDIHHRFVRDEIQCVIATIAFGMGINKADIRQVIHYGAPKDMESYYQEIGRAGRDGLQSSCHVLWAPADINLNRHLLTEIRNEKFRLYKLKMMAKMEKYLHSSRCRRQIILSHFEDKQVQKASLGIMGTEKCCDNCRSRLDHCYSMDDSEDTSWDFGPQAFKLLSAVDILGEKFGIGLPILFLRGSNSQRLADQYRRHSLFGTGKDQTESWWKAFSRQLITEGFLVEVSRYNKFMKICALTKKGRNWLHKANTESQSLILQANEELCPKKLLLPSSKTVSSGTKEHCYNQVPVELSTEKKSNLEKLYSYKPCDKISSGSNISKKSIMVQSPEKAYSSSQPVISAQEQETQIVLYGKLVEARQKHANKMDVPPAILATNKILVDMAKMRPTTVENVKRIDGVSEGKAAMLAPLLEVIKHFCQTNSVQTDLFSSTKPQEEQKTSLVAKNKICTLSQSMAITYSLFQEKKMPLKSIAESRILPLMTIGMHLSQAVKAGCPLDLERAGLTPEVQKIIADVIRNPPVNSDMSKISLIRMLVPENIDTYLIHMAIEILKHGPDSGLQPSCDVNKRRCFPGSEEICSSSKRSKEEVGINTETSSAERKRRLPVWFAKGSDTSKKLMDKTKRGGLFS
#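 Enzyme (20 nM final) and test compound sit together 15 min at room temperature before substrate addition. Substrate is a single-forked duplex oligonucleotide (100 nM) labelled with fluorophore and quencher, with 2 mM ATP; helicase unwinding raises red fluorescence, read kinetically.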
# PLK1 PBD block – qHTS for Inhibitors of PLK1-PDB (polo-like kinase 1 - polo-box domain): Primary Screen; Serine/threonine-protein kinase PLK1 (Homo sapiens), P53350; Plk1 PBD binding of FITC phosphopeptide, fluorescence polarization; Potency, µM, for the others: max response, negative = inhibition, most hits filed as inhibitors; actives 2.8% (n = 360,000); note: potency is the fitted concentration of half-maximal effect; series mostly up to about 57 µM; % is set by controls: 0 for no effect and ±100 for the full control effect; nearly all actives have a fitted effect of over 65% in size
# IL-2 act – qHTS of IL-2 Activators; IL-2 activation reporter assay, cell-based qHTS; stimulated with anti-CD3/CD4/CD28 beads; in transgenic mouse T cells; activation, % (series mostly up to about 46 µM); actives 0.065% (n = 360,000); in the data active = activation above about 50%; inconclusive = mostly about 30% to 49%; note: 0% is about no effect
#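 Readout is EGFP and DsRed signal by fluorescent plate cytometry after 18 h at 37 degrees C. Transgenic mouse T cells (750/well) received compound for 60 min before bead stimulation (anti-CD3, anti-CD4, anti-CD28); memory T cells served as non-tolerant control.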
# PI5P4K alpha inh – qHTS for Inhibitors of phosphatidylinositol 5-phosphate 4-kinase (PI5P4K); PI5P4Kalpha enzyme, ADP-Glo luminescence, 60 min; stronger effect = lower value; max response, %; Phosphatidylinositol 5-phosphate 4-kinase type-2 alpha (Homo sapiens), P48426; actives 1.2% (n = 330,000); active = max response of -50% or lower; inconclusive = between -30% and -50%; inactive = -30% or higher; note: value at the top dose of about 77 µM; % is set by controls: 0 for no effect and ±100 for the full control effect
#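 Quantitative HTS of the MLSMR library against PI5P4Kalpha with substrate. ATP added last at 5 microM final; room temperature, 60 minutes. Remaining ATP depleted, ADP converted and read as luminescence.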
# Active calls of the source: *; u = inconclusive; x = not tested or not shown; & = joins results of further samples; [ ] = dose if it differs, or a comment. Unless noted, calls come from the whole dose curve; as a rule, active = well fitted curve in the direction sought with a large enough effect; inconclusive = small, poorly fitted or top-dose-only effect, or another doubt; inactive = no such curve, though single readings can be large; an effect the other way counts as inactive or inconclusive.
SMILES	FUS yeast rescue	Abeta yeast res	EPAC1 agonist	EPAC1 antagonist	WRN helicase inh	PLK1 PBD block	IL-2 act	PI5P4K alpha inh
COc1ccc(NC(=O)c2ccc3ccccc3n2)cc1S(=O)(=O)Nc1ccccc1Cl	x	6%	5%	10%	-11%	1%	-2.1	13
COc1cccc(C2C3=C(N=c4s/c(=C\c5ccc(OCC(=O)O)cc5)c(=O)n42)c2ccccc2CC3)c1 (stereo unspecified)	26%	12%	27%	-22%	-20%	u	2.1	u
CC(C)(C)C(=O)N(Cc1ccc(Cl)cc1)Cc1cccnc1	3%	8%	-1%	3%	-6%	1%	-0.6	1
OC(CN1CCCCC1)Cn1c2ccccc2c2ccccc21 (stereo unspecified)	-18%	-5%	3%	12%	6%	-6%	0.6	4
CCN(CC)CCCNC(=O)CC1Oc2ccc(C)cc2NC1=O (stereo unspecified)	-9%	-10%	-15%	-30%	-4%	-9%	-1.0	6
Cc1ccc(OCC(=O)NNC(=O)C2CCN(c3nccc(C)n3)CC2)cc1	-6%	-13%	10%	3%	3%	-7%	1.0	x
N#CCc1nn(Cc2ccc(F)cc2)c(=O)c2ccccc12	10%	-5%	-7%	4%	8%	6%	-3.9	9
O=C(c1ccccc1C(=O)N1CCN(c2ccc(F)cc2)CC1)N1CCN(c2ccc(F)cc2)CC1	u	5%	7%	-3%	-4%	-7%	-0.5	1
CCOc1ccc(-n2cc(C(=O)NCCOC)c3cc(OC)c(OC)cc3c2=O)cc1	-1%	-5%	7%	1%	6%	-2%	0.4	1
O=C(Nc1oc2ccccc2c(=O)c1-c1ccccc1)c1ccco1	-11%	-5%	-1%	11%	14%	0%	-1.8	-3
CC(C)(C)NC(=O)C(c1ccc(-c2ccccc2)cc1)N(C[C@H]1CC[C@@H]([C@@H]2CC[C@H](CO)O2)O1)C(=O)c1ccccc1F (stereo partly specified)	u	-1%	-10%	16%	-9%	-3%	-1.0	7
O=C1CC(NS(=O)(=O)c2cc(F)ccc2F)CN1c1ccc2c(c1)OCCO2 (stereo unspecified)	-1%	20%	2%	-3%	5%	-3%	-2.3	7
CCC1(CC)C(=O)N(C)C(=O)NC1=Nc1ccccc1	-24%	2%	-7%	2%	-4%	-13%	3.1	-3
O=C(Nc1ccccc1N1CCOCC1)c1ccco1	-14%	-8%	7%	4%	0%	-14%	-1.0	17
COc1ccc(N2C(=O)c3ccccc3C2=O)cc1	20%	-20%	-2%	u	0%	-21%	2.2	2
S=C(NCCc1ccccc1)Nc1ccc(Br)cn1	-30%	12%	22%	-11%	-1%	-13%	-4.7	1
Cc1ccc(-c2ccc(CN3C(C(C)C)C(=O)N(Cc4cn(CCC5OCCO5)nn4)CCS3(=O)=O)cc2)c(C)c1 (stereo unspecified)	u	4%	-1%	-1%	-10%	-2%	-1.0	31
O=[N+]([O-])c1nn(-c2ccc3c(c2)OCCO3)n(O)c1=NC1CCN(Cc2ccccc2)CC1	5%	5%	-7%	-10%	-1%	-5%	-0.3	0
CN(C)c1ccc(C(=O)OCc2cc(=O)n3ccsc3n2)cc1	-23%	-6%	5%	6%	-12%	1%	0.1	2
CC(=O)N[C@@H](C)c1nc2ccccc2n1CCCN1CCN(c2nc(-c3ccc(C)cc3)cs2)CC1	13%	-7%	3%	-6%	-5%	-9%	-2.9	-5
O=C1CC[C@@H]2CC3(C[C@@H]4CCN1[C@H]24)Nc1cc(Cl)ccc1NC3=NC1CCCCC1 (stereo partly specified)	-4%	-3%	-16%	-19%	-14%	3%	0.1	-1
N#C/C(=C\c1ccc(-c2cccc([N+](=O)[O-])c2)o1)C(=O)N1CCOCC1	2%	12%	-5%	-11%	-7%	-9%	-6.2	6
C=CCc1ccc(OCC(O)COc2ccc(CC=C)cc2OC)c(OC)c1	u	11%	8%	-25%	-5%[57.1 µM]	5%	-2.5	1
COc1ccc(NC(=O)CCCSc2ccccc2)cc1	-19%	7%	-7%	15%	-4%	6%	-1.4	5

# Structural class: those above containing a cyano group (2)
SMILES	FUS yeast rescue	Abeta yeast res	EPAC1 agonist	EPAC1 antagonist	WRN helicase inh	PLK1 PBD block	IL-2 act	PI5P4K alpha inh
N#CCc1nn(Cc2ccc(F)cc2)c(=O)c2ccccc12	10%	-5%	-7%	4%	8%	6%	-3.9	9
N#C/C(=C\c1ccc(-c2cccc([N+](=O)[O-])c2)o1)C(=O)N1CCOCC1	2%	12%	-5%	-11%	-7%	-9%	-6.2	6

# Other entries.
SMILES	FUS yeast rescue	Abeta yeast res	EPAC1 agonist	EPAC1 antagonist	WRN helicase inh	PLK1 PBD block	IL-2 act	PI5P4K alpha inh
O=C(CSc1nnc2ccccn12)NCc1ccco1	-25%	-5%	8%	-7%	8%	-12%	0.6	0
CCOc1cc(CNc2ccc(CNc3ncn[nH]3)cc2)ccc1OCc1ccccc1	x	14%	2%	-15%	1%	2%	0.8	-4
COC(=O)c1c(-c2ccc(OC)cc2)sc2ccc(N3CCOCC3)cc12	14%	-10%	-8%	-8%	-7%	8%	-1.5	9
CC(C)c1ccc(NC(=S)N2CCCC(c3ccc(F)cc3)=N2)cc1	u	0%	6%	7%	-13%	-4%	-0.4	-2
CC(C)c1ccc(NC(=O)CSC(C)c2nc3ccccc3c(=O)[nH]2)cc1 (stereo unspecified)	25%	-9%	-4%	-17%	-2%	2%	-0.6	-8
O=C(N1CCOCC1)N(Cc1cccs1)C1CCCC1	-50%	14%[9.22 µM]	-1%	-7%	-15%	-3%	-1.2	-3
CC(C)N=C1SCC(C)(/C=N/O)S1 (stereo unspecified)	15%	-2%	2%	2%	-3%	-6%	-0.1	x
COc1ccc(OCC(=O)N(Cc2cccs2)C2CCS(=O)(=O)C2)cc1 (stereo unspecified)	-10%	2%	-5%	-6%	-1%	6%	1.2	-1
O=C(NCCC1=CCCCC1)c1cnsn1	-7%	-12%	0%	8%	10%	2%	-0.1	-4
COc1ccc(CCNC(=O)/C=C\c2ccccc2)cc1OC	6%	8%	3%	-8%	-19%[57.1 µM]	-6%	-0.2	-7
Cc1cccc(NC(=O)COC(=O)CCc2ccccc2)c1C	8%	10%	-6%	-21%	0%	-6%	0.7	5
Cc1cc(OCC(=O)NC(C)C)cc(C)c1Br	14%	-5%	-11%	14%	-8%[57.1 µM]	4%	-0.8	0
CCN(CC)S(=O)(=O)c1ccc(OC)c(-n2cnnn2)c1	18%&-26%	-3%&-5%	-11%	-10%	-13%	-12%	-0.7	4
COc1ccccc1N1CCN(C(=O)CCCCCn2c(=S)[nH]c3cc4c(cc3c2=O)OCO4)CC1	-4%	-4%	-11%	10%	26%	3%	-0.7	-27
CC(C)=C1SC(N2CCN(c3ccc(C)cc3)CC2)=NC1=O	3%	-19%	0%	-3%	-6%	-11%	-0.4	-1
O=C(OCCN=C1NS(=O)(=O)c2ccccc21)c1ccncc1	-9%	5%	-2%	-1%	-6%	4%	0.5	x
O=C(O)CCn1cc(/C=N/O)c(-c2cccc([N+](=O)[O-])c2)n1	7%	-1%	3%	-1%	13%	-19%	0.1	-3
CC(CN1C(C)CCCC1C)OC(=O)c1cccc(F)c1 (stereo unspecified)	-12%	13%	-3%	-11%	4%[57.1 µM]	-10%	-1.7	6
CNn1cnc2ccsc2c1=O	-5%	-4%	-1%	-16%	-9%	-3%	-0.6	4
Cc1ccc(-c2[nH]nc3c2C(c2ccsc2)C(C#N)=C(N)O3)cc1 (stereo unspecified)	18%	4%	4%	2%	11%	u	0.1	-52*
Cc1cc(Cl)ccc1NC(=O)CCN1C(=O)NC(C)(C)C1=O	13%	8%	0%	-4%	3%	4%	0.1	-1
O=C(CNC(=O)c1ccc(OC(F)F)cc1)NCC1(N2CCOCC2)CCCCC1	-14%	-3%	14%	13%	1%	-4%	1.2	10
CN(c1ccc(C(=O)Nc2cccnc2)cc1)S(=O)(=O)c1ccc(Cl)cc1	7%	-16%	12%	-5%	-2%	2%	0.0	3
Cc1cc(Nc2cccc(Br)c2)c2ccccc2n1	-11%	3%	8%	4%	-1%	-3%	2.0	-3
O=C(Nc1cccnc1)c1cc(-c2cccc(Br)c2)nc2ccccc12	6%	5%	10%	-21%	1%	0%	0.0	-1
CCOC(=O)c1c(-c2ccc(C)cc2)cn2ccccc12	8%	-10%	28%	-7%	-7%	-7%	2.4	24
COC(=O)c1cc(-c2c(-c3ccc4c(c3)OCO4)noc2-c2ccsc2)cc([N+](=O)[O-])c1	-11%	-10%	-14%	-8%	-4%	-5%	-0.1	2
CCc1cc2c(Nc3ccccc3O)nc(C)nc2s1	24%	-9%	9%	1%	u	-9%	0.7	9
COc1ccccc1NC(=O)N1CCCC1C(=O)NC12CC3CC(CC(C3)C1)C2 (stereo unspecified)	4%	0%	2%	5%	-11%	-2%	-1.4	1
Cc1noc(C)c1CSCC(=O)N(C)CC(=O)Nc1ccccc1C(F)(F)F	-26%	-8%	10%	-10%	7%	-9%	-0.5	-4
COc1ccc(CCNC/C=C/c2ccccc2)cc1	24%	10%	4%	-8%	-5%[57.1 µM]	0%	-1.4	5
CC(/C=N/NC(=O)c1c(Br)cnn1C)=C\c1ccccc1	x	u	10%	-10%	-14%	6%	-4.3	-9
CC(C)N(C(=O)[C@H]1C[C@H](CC(=O)NCC23CC4CC(CC(C4)C2)C3)C(=O)N2CCc3c([nH]c4ccc(Cl)cc34)[C@]12C)C(C)C	34%	20%	-29%	-23%	-3%	-2%	-0.9	-3
CC1(C)C(=O)Nc2ccccc2N1C(=O)CN1C(=O)C(=O)N(C2CCCC2)C1=O	11%	12%	-2%	14%	7%	-4%	0.8	-3

# The order is random (roughly 4.1% active in at least one column).
